From PubChem
MITF inh: inhibitors of human MITF | O75030 | AlphaScreen MITF homodimerization, bead proximity signal | inhibition, % at 2.6 µM | 0.91% of 650,000 active; in the data active means inhibition above about 50%;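 further: 0% = vehicle wells with protein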
Target sequence (O75030 whole entry, looked up): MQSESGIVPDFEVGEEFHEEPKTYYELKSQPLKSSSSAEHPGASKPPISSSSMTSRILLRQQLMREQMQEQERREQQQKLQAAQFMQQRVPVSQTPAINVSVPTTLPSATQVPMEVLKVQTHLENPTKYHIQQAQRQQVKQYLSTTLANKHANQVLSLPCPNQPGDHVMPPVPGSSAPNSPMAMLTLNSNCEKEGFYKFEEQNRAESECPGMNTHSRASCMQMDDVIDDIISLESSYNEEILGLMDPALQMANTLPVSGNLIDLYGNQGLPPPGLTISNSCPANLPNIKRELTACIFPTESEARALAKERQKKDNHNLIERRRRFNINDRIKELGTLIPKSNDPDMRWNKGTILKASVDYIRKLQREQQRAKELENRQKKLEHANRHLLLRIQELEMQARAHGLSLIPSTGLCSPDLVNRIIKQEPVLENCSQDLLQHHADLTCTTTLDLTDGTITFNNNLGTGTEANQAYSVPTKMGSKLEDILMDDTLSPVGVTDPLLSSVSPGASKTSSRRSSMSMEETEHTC
TEAD-YAP block: TEAD-YAP interaction inhibition; HEK-TIYL cells, TEAD-Gal4/YAP UAS-luciferase luminescence; inhibition, % at 9.12 µM; 1.4% of 640,000 active; AID 1259422; in the data active means inhibition above about 32%;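 further: 0% = median of test compound wells and 100% = reference inhibitor wells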
GPR151 ag: activators of human GPR151. AID 1508602. activation, % at 11.2 µM. 1% of 650,000 active. PathHunter beta-arrestin GPR151 cells, luminescence; in the data active means activation above about 4.9%;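 further: 0% = median of compound wells and 100% = cells with positive control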
Target sequence (Q8TDV0 whole entry, looked up): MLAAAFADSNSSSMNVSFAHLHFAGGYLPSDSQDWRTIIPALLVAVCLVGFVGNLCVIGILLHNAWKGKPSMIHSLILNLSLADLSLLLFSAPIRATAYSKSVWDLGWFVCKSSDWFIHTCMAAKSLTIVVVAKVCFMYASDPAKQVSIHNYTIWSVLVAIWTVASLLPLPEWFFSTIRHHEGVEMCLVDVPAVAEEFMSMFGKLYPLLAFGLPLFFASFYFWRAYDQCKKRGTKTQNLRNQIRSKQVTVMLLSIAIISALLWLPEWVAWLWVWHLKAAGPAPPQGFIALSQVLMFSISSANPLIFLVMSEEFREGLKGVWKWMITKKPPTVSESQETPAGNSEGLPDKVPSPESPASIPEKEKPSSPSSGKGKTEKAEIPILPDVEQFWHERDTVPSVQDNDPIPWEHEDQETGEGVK
FBW7 act: human FBW7 E3 ligase activation, primary screen; Q969H0; AlphaScreen FBW7–phospho-cyclin E peptide binding, activator screen; normalized activity (activation), % at 26.1 µM; 0.13% of 650,000 active; AID 1259310; in the data active means normalized activity above about 1.9%;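 further: purified mutant Fbw7 with reduced substrate affinity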
* = called active by the depositor; & = joins results of further samples; ! = repeats disagree. Compounds as they come; overall some 3.4% were active at least once.

Start of the data: the first 2 entries (preview)
Compound	MITF inh	TEAD-YAP block	GPR151 ag	FBW7 act
OCCC1CN(Cc2cn[nH]c2-c2ccccc2)CCN1C1CCCC1 (stereo not given)	1	-13	1.2	0.1
Cc1ccc(NC(=O)N2CCC(CN3CCOCC3)CC2)c(C)c1	7	13	2.1	0.0

Main list (from the top)
Compound	MITF inh	TEAD-YAP block	GPR151 ag	FBW7 act
OCCC1CN(Cc2cn[nH]c2-c2ccccc2)CCN1C1CCCC1 (stereo not given)	1	-13	1.2	0.1
Cc1ccc(NC(=O)N2CCC(CN3CCOCC3)CC2)c(C)c1	7	13	2.1	0.0
O=C(Nc1cccc(N2CCC(NCC3COc4ccccc4O3)CC2)c1)c1cccnc1 (stereo not given)	12	-10	0.4	0.7
Cc1ccc(NS(=O)(=O)c2ccc(NS(=O)(=O)c3ccc(F)cc3)cc2)cc1	16	10	-0.1	0.2
CC(C)OC(=O)c1ccc(NS(=O)(=O)c2ccc(F)cc2[N+](=O)[O-])cc1	-2	7	1.7	0.0
CCn1cc(C(=O)O)c(=O)c2cnc(N3CCN(C(=S)NC(=O)c4ccc(Br)cc4)CC3)nc21	3	3	0.8	-0.2
Cc1ccccc1C(=O)NN=C1CCCC1	1	-23	-0.9	0.1
Cc1cc(OCCCn2cncn2)ccc1C(C)C	15	-14	-0.4	0.6
CCOc1cc(C=O)cc(I)c1OC(=O)c1ccccc1	3	3	0.2	0.0
CCOC(=O)N1CCN(Cc2cc(Br)c(OC)cc2OC)CC1	9	-1	0.1	0.0
COc1ccc2oc(=Nc3cccc(C)c3)c(C(N)=O)cc2c1	-10	-18	-0.3	0.0
CC(=O)OC(C)C#CCN1CCCCC1 (stereo not given)	-15	-4	0.2	-0.2
O=C(Nc1ccc([N+](=O)[O-])cc1Br)C1CC(=O)N(c2ccc(Br)cc2)C1 (stereo not given)	20	9	1.8	1.4
CCCCOc1ccc(NC(=S)Nc2ccc(N3CCN(C)CC3)cc2)cc1	11	24	-1.8	-0.7
O=C(Cn1c(=O)oc2cc(Cl)ccc21)Nc1ncc(C(F)(F)F)cc1Cl	15	9	-0.6	0.7
CC(=O)N1CCc2cc(S(=O)(=O)CCC(=O)N(CC(C)C)CC(C)C)ccc21	9	7	1.2	0.2
CC1(C)CC(=O)C2=C(C1)OC(N)=C(C#N)C21C(=O)Nc2ccc(Br)cc21 (stereo not given)	0	-8	0.8	0.0
Cc1ccc(C(=O)O/N=C(\N)c2ccncc2)cc1C	-1	-65	-1.4	0.4
CCC1CCCCN1CCCNC(=O)C(CCSC)NC(=O)C1CCC(C)CC1 (stereo not given)	17	0	0.0	0.5
Cc1ccc(NC(=O)Cn2c(=O)oc3cc(S(=O)(=O)N4CCOCC4)ccc32)cc1F	11	13	-1.0	0.0
CCCCOc1ccc(C(=O)NCCc2ccc(Cl)cc2)cc1	6	-5	0.7	0.0
Cc1ccc2nc(C)c(C(=O)NC(c3ccccc3)C(F)(F)F)n2c1 (stereo not given)	-9	0	-0.5	0.0
CCCCCNC(=O)c1c[nH]c2ccc(S(=O)(=O)N(C)c3ccc(C(C)C)cc3)cc2c1=O	11	5	-0.5	0.0
Cc1c(Cl)cccc1-n1c(/C=C/c2cccc3ccccc23)nc2ccccc2c1=O	9	-3	1.6	0.1
CCCNC(=O)CSc1nnc(CSc2nc3ccccc3s2)n1CC	5	-4	-1.0	-0.1
CC12C=CC(O1)C1C(=O)N(c3ccc(Cl)c(C(F)(F)F)c3)C(=O)C12 (stereo not given)	-15	-2	1.8	-0.2
CC1=CC(=O)/C(=C\c2c(O)cc(C)oc2=O)C(=O)O1	26	-3	-1.0	-0.1
CCN=C(NCC)SC1CC(=O)N(c2cccc(C)c2)C1=O (stereo not given)	6	4	0.5	0.1
Cc1nc(NC2CC2)cc(-c2ccc(F)cc2)n1	53*	-39	-1.1	0.1
O=C(NCC1(N2CCOCC2)CCCCC1)c1ccc(CN2CCCC(CO)C2)[nH]c1=O (stereo not given)	1	-6	-0.4	0.1
S=c1[nH]nc(-c2ccccc2)n1/N=C/C=C/c1ccco1	1	-4	0.6	-0.1
NC(=O)SCC(=O)Nc1ccc(Cl)c(Cl)c1	5	7	2.2	-0.2
Cc1ccc2nc(Nc3ccccc3)nc(-c3ccccc3)c2c1	-19	5	-0.3	0.5
CCN(CC)CCn1c(=S)[nH]c2ccc(Cl)cc2c1=O	-1	3	-0.8	0.0
O=C1OC(c2ccccc2)=N/C1=C\c1cc2c(cc1Cl)OCO2	-3	-1	-1.2	0.7
CC(NC(=O)c1cnc2scc(-c3ccc(Cl)s3)n2c1=O)c1ccccc1 (stereo not given)	-4	6	1.2	-0.1
CC(=O)N1CCN(S(=O)(=O)N2CCCCC2)CC1	17	6	-0.9	0.4
NC(=O)C[C@H](NC(=O)c1ccc(Cl)cc1)C(=O)O	-9	3	0.8	-0.1
O=C(CSc1ccc(-c2nc3ccccc3[nH]2)cn1)Nc1ccc2c(c1)OCCO2	2	-78	-3.8	0.0
CN1CCC(N(C(=O)c2ccc(Cl)cc2Cl)C2CCN(C)CC2)CC1	-7	4	1.8	0.0
COc1ccc(C(=O)/C=C\Nc2cccc(C(=O)O)c2)cc1	1	41*	-6.4	0.1
O=C(c1ccc(F)cc1)C1CCN(S(=O)(=O)c2ccc(F)cc2)CC1	-4	-1	-1.2	0.0
NC(=O)C(c1ccccc1)(c1ccccc1)C1CCN(CCc2ccc3c(c2)CCO3)C1 (stereo not given)	1	2	0.8	0.2
CC(C)CCNC(=O)CCCCCn1c(=S)[nH]c2cc3c(cc2c1=O)OCO3	5	-4	-1.9	0.2
Cc1cccc(OCC(=O)NCc2nc(-c3cccc(C)c3)no2)c1	-3	-10	1.3	0.0
O=[N+]([O-])c1ccc(OCC(O)CNC2CCCC2)cc1 (stereo not given)	0	-6	-1.0	-0.1
Cc1nn(CC(=O)NCCc2nc3ccccc3[nH]2)c(=O)n2cccc12	16	-5	-0.2	0.1
CC(C)(O)c1ccccc1CC[C@@H](SCC1(CC(=O)O)CC1)c1cccc(/C=C/c2ccc3ccc(Cl)cc3n2)c1	4&-8&-15	-8&-12	6.7*!	0.3&0.0&-0.1
CC(C)n1c(N2CCN(c3ccccn3)CC2)nc2c(Nc3ccc4c(c3)OCO4)ncnc21	-2	-7	-0.1	-0.1
COc1ccc(C2C(C(C)=O)=C(O)C(=O)N2CCCN2CCOCC2)c(OC)c1 (stereo not given)	5	4	-0.5	0.0
CC1=CC(=NOC(=O)/C=C/c2ccccc2)C=C(C)C1=O	5	-18	-0.9	0.1
O=C(c1ccccc1)c1ccc(C(=O)c2ccccc2)cc1	9	6	0.1	0.0
CN1CCC(OC(=O)c2ccc(F)cc2)CC1	5	-8	1.9	0.0
CCOC(=O)C1=C(N)OC2=C(C(=O)CC(C)(C)C2)C1c1cc(OC)ccc1F (stereo not given)	11	4	-1.0	-0.1
O=C(NC(=S)N1CCN(Cc2ccccc2)CC1)c1ccccc1	16	-3	-1.8	0.3
COC(=O)CNC(=O)c1cn(-c2ccccc2)nc1-c1ccccc1	12	8	0.1	0.0
N#CCNC(=O)c1ccc(-c2ccccc2)cc1	-4	-18	1.0	0.0
NC(=O)c1c(NC(=O)CSc2nc3ccccc3o2)sc2c1CCC2	6	7	1.4	0.1
CCCC1(CCC)NC(=S)N(c2ccc(C)c(C)c2)N1	-19	-20	0.0	0.8
Cc1ccc(N=C2NC(=O)/C(=C\c3ccc(-c4ccc([N+](=O)[O-])cc4)o3)S2)c(C)c1	8	4	-0.9	-0.1

6 of the compounds above, with values under each structure:
Screens in order – MITF inh, TEAD-YAP block, GPR151 ag, FBW7 act
NC(=O)C[C@H](NC(=O)c1ccc(Cl)cc1)C(=O)O
    -9, 3, 0.8, -0.1
COc1ccc(C2C(C(C)=O)=C(O)C(=O)N2CCCN2CCOCC2)c(OC)c1 (stereo not given)
    5, 4, -0.5, 0.0
O=C1OC(c2ccccc2)=N/C1=C\c1cc2c(cc1Cl)OCO2
    -3, -1, -1.2, 0.7
CCN(CC)CCn1c(=S)[nH]c2ccc(Cl)cc2c1=O
    -1, 3, -0.8, 0.0
CC(C)CCNC(=O)CCCCCn1c(=S)[nH]c2cc3c(cc2c1=O)OCO3
    5, -4, -1.9, 0.2
S=c1[nH]nc(-c2ccccc2)n1/N=C/C=C/c1ccco1
    1, -4, 0.6, -0.1

(continued)
Compound	MITF inh	TEAD-YAP block	GPR151 ag	FBW7 act
Nc1ncnc(N(CCO)Cc2ccccc2)c1[N+](=O)[O-]	-1	-4	-1.4	0.1
COc1ccccc1CNC(=O)CSc1nc2ccccc2n1S(=O)(=O)c1ccccc1	-15	-10	-0.1	0.0
Oc1ccc(Cl)cc1-c1cc(C(F)(F)F)on1	12	-2	-1.1	-0.1
O=[N+]([O-])c1ccc(-c2nc(C=Nc3ccc(Br)cc3Br)c(O)o2)cc1	-3	-7	-1.4	0.0
CC(C)N(CCNc1nc(-c2ccc(N3CCOCC3)nc2)nc2c1ncn2C(C)C)C(C)C	-14	19	3.1	-0.1
CC(Cl)C(=O)Nc1nnc(C23CC4CC(CC(C4)C2)C3)s1 (stereo not given)	14	-7	3.7	0.1
COc1ccc2c(CNCCc3cccs3)c(C(=O)O)n(Cc3ccccc3F)c2c1	21	-3	-0.3	-0.1
CCc1ccc(C(=O)NC(Cc2c[nH]c3ccccc23)C(=O)OCC(=O)c2ccc(C)cc2)cc1 (stereo not given)	3	6	1.8	0.1
COC(=O)c1c(NC(=O)CCl)sc(C(=O)Nc2cccc([N+](=O)[O-])c2)c1C	2	-52	-0.5	0.0
O=C(CNS(=O)(=O)c1ccccc1)Nc1ccc(Cl)c(C(F)(F)F)c1	18	-1	-1.0	0.3
CC(C)N1CCC(N2CCN(Cc3cc(F)ccc3F)CC2CCO)CC1 (stereo not given)	5	9	-0.4	0.1
CC(C)n1c(-c2ccc(C(N)=O)cc2)nc2c(NCc3cccc(C(F)(F)F)c3)ncnc21	2	-6	-1.4	-0.1
O=C1CCCc2oc3ccc(NS(=O)(=O)c4cc([N+](=O)[O-])ccc4Cl)cc3c21	8	-12	-1.9	0.0
COc1ccc(NC(=O)c2ccc3c(=O)n(-c4ccc(F)cc4)c(=S)[nH]c3c2)c(OC)c1	23	1	-0.2	0.1
CCOc1cc(CN2CC[C@H]3[C@H](CCC(=O)N3Cc3ccccc3)C2)ccc1OC	10	0	1.2	1.0
COc1ccc(CCN2C(=O)CCC2CCNCc2cccc(F)c2)cc1 (stereo not given)	-6	1	0.3	-0.1
COc1ccc(/C=C/C(=O)NNC(=O)COc2ccc(C)cc2)cc1	6	10	-1.4	0.0
CC(=O)Oc1ccc(C2C(C(=O)OCCOc3ccccc3)=C(C)NC3=C2C(=O)CCC3)cc1 (stereo not given)	-8	5	1.0	0.2
CSCCNC(=O)C1CCN(C2CCN(Cc3cccc(C)n3)CC2)CC1	-7	7	-0.5	-0.2
O=C1NC(Cc2c[nH]c3ccccc23)C(=O)N1c1ccc(Cl)cc1 (stereo not given)	4	-14	-0.2	-0.1
CCC1CCCCN1C1=CC(=O)OC12CCCCC2 (stereo not given)	0	13	0.1	0.1
CCOc1ccccc1NC(=O)c1cccc(NC2=NC3CS(=O)(=O)CC3S2)c1 (stereo not given)	13	2	0.4	0.0
Cc1ccc(-n2c(=S)[nH]c3ccsc3c2=O)cc1	11	8	-1.0	0.4
Cc1cc(C)cc(NC(=S)NCCCO)c1	7	0	-1.3	0.0
Cc1ccc(-n2nc3ccc(NC(=O)c4ccc(Cl)c([N+](=O)[O-])c4)cc3n2)cc1Cl	-17	-33	2.3	0.0
C=CCNC(=S)N/N=C/c1cc2ccc(OC)cc2nc1Cl	-2	0	-1.6	-0.1
COc1ccc(N=C2NC(=O)/C(=C\c3ccc(OCc4ccccc4)cc3)S2)cc1	0	-1	0.4	0.0
COc1ccc(Cl)cc1S(=O)(=O)N1CCN(C23CC4CC(CC(C4)C2)C3)CC1	-8	6	-0.5	-0.1
CC(C)n1cc(CN2CCCC(N(C)CCc3ccccc3)C2)cn1 (stereo not given)	3	-1	1.0	0.0
CCOc1ccccc1-c1nc(-c2ccc(NC(=O)Cn3cc([N+](=O)[O-])cn3)cc2)no1	11	3	-0.2	0.0
Cc1cccc(NC(=O)c2ccc(COc3ccccc3Br)cc2)n1	70*	1	-0.7	-0.4
Cc1cc2cc3c(cc2n2c(=O)n(CC(=O)Nc4ccc(N(C)C)cc4)nc12)OCO3	15	9	-0.1	0.0
Cc1ncn(-c2ccc(Nc3ncc4cccc(C)c4n3)cc2)n1	-10	-11	3.6	0.0
Cc1cc(NC(=O)c2cc(C(C)C)on2)n(-c2ccccc2)n1	3	-1	-0.5	0.0
Cc1cccc(-c2cnc(C)nc2C2CCCN(C(=O)c3ccc4c(c3)OCCO4)C2)c1 (stereo not given)	12	-1	-0.3	0.0
O=c1[nH]c(=S)[nH]c(O)c1C(c1cccnc1)c1c(O)[nH]c(=S)[nH]c1=O	9	-10	0.2	-0.3
O=C(NCCCn1ccnc1)c1cc2nc(-c3ccc([N+](=O)[O-])cc3)cc(C(F)(F)F)n2n1	-4	15	0.9	0.1
CCCOCCOC(=O)C1=C(C)NC2=C(C(=O)CCC2)C1c1cccc(Br)c1 (stereo not given)	9	17	-1.1	0.0
